# Screens: PubChem BioAssay, several laboratories
# Vif imaging: HIV Vif self-association inhibitors, primary screen, imaging, HEK293T, single point | HEK293T cells, Vif self-association by quenched fluorescence, 24 h | inhibition, % at 7.49 µM | actives 0.35% (n = 340,000) | AID 602346, 2012; in the data active means inhibition above about 50%, passing the limit was not always enough; further: some results filed as inactive read as strong as hits
# ABHD5 PLIN5 PPI: ABHD5-PLIN5 interaction inhibitors, primary screen, cell lysate, split luciferase complementation, luminescence. Perilipin-5 (Homo sapiens) + 1-acylglycerol-3-phosphate O-acyltransferase ABHD5 (Homo …. Split G. princeps luciferase complementation, 4 h. inhibition, % at 4 µM. actives 0.78% (n = 360,000). AID 602281, 2012;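 active means inhibition above the mean inhibition across every tested compound plus 3 SD, cut at about 22% in these data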;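 further: 0% = DMSO only wells and the 100% control is not disclosed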
# Granule exo inh: LAMP-1 surface exposure blockers, TALL-104 cells – cell-based, flow cytometry, MLPCN library, primary screen. TALL-104 LAMP-1 surface exposure; cells stimulated with thapsigargin and PMA. inhibition, % at 10 µM. actives 0.66% (n = 360,000);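 active means inhibition above about 55%, limit read from the data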
# aDG glyco act: activators of alpha-DG glycosylation, primary screen, uHTS, Pro5-aDG cells, AlphaScreen. AID 624168, 2012. activation, % at 10 µM. alpha-DG glycosylation AlphaScreen (IIH6); 0% Pro5, 100% B10-LARGE cell signal. actives 0.22% (n = 360,000);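 active means activation of at least 8% versus controls, or a plate z-score of at least 8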;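 further: Pro5 are CHO cells carrying HIG-tagged alpha-DG that lacks glycosylation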
# TLR9-MyD88 inh: inhibitors of TLR9-MyD88 association in cells, primary screen, cell-based, CHO, BLA complementation, fluorescence | Toll-like receptor 9 (Homo sapiens) + Myeloid differentiation primary response protein … | CCF4 FRET ratio | inhibition, % at 4.98 µM | actives 0.21% (n = 340,000) | AID 504734, 2011;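 active means inhibition above the mean over all tested compounds plus 3 SD, cut at about 21% in these data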;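 further: 0% = DMSO only wells and 100% = clavulanate BLA inhibitor control wells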
# MC4R ag barr: MC4R agonists recruiting beta-arrestin, primary screen, cell-based, luminescence, agonist arm of biased-ligand search | U2OS MC4R beta-arrestin complementation; percent of melanotan II response, DMSO zero | activation, % at 8.9 µM | actives 0.98% (n = 360,000) | AID 540308, 2011;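 active means activation above a per-plate cutoff, the mean activation of sample wells on that plate plus 3 SD, cut at about 8% in these data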
# NOD2 RIPK2 PPI: NOD2-RIPK2 binding disruptors in cells, primary screen, fluorescence, CHO cells, BLA complementation; Receptor-interacting serine/threonine-protein kinase 2 (Homo sapiens), O43353; AID 624267, 2012; inhibition, % at 4.98 µM; actives 0.38% (n = 360,000); CCF4 ratio; in the data active means inhibition above about 21%;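 further: 0% = vehicle only and 100% = reference blocker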
# N-glyco inh: increase of ERlucT glycosylation luciferase signal, primary screen, N-linked glycosylation inhibitor project, D54 ERlucT cells, luminescence, set 2; D54 ERlucT glycosylation luciferase reporter, 24 h; percent of 100 nM tunicamycin response; reporter increase, % at 12.5 µM; actives 0.23% (n = 360,000); AID 588692, 2011;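 active means mean luciferase reporter signal, scaled so untreated is 0 and the glycosylation-blocking control 100, at or above a set limit in every replicate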;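 further: luciferase carries N-glycosylation sites so blocking glycosylation raises the light; 0% = median of neutral control wells and 100% = median of 100 nM tunicamycin wells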
# MC4R antag cAMP: MC4R antagonists of cAMP signaling, primary screen, cell-based, TR-FRET, antagonist arm of biased-ligand search; AID 540295, 2011; MC4R-expressing cells, MTII-stimulated cAMP, LANCE TR-FRET; actives 0.48% (n = 360,000); Melanocortin receptor 4 (Homo sapiens), P32245; inhibition, % at 6.5 µM;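 active means inhibition above its plate's cutoff, the mean of tested wells on that plate plus 3 SD, cut at about 29% in these data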;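 further: 0% = Melanotan II alone and 100% = Melanotan II plus saturating MCL0020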
#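 Assay system: U2OS cells stably expressing human melanocortin 4 receptor (MC4R) / Dosing: 6.5 µM / Timing: compound 30 min, challenge 1 h, detection 1 h / Measured by: Eu-cAMP/anti-cAMP TR-FRET, emission 671 nm / Replicates: singlicate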
# ABCB6 inh 2: ABCB6 transporter inhibitors, primary screen, K562-ABCB6 cells, flow cytometry, MLPCN library. ATP-binding cassette sub-family B member 6 (Homo sapiens), Q9NP58. K562-ABCB6 porphyrin accumulation, 1 h; hits give low values. fluorescence ratio to DMSO, % at 10 µM. actives 0.19% (n = 360,000). AID 602162, 2011;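 active means fluorescence ratio to DMSO below 75%, the collection mean minus 3 SD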;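 further: signal is porphyrin accumulated inside mitochondria; 100% equals median channel fluorescence of DMSO control wells; lower ratio means ABCB6 inhibition with less porphyrin fluorescence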
# Target sequence (Q9NP58 whole entry, looked up): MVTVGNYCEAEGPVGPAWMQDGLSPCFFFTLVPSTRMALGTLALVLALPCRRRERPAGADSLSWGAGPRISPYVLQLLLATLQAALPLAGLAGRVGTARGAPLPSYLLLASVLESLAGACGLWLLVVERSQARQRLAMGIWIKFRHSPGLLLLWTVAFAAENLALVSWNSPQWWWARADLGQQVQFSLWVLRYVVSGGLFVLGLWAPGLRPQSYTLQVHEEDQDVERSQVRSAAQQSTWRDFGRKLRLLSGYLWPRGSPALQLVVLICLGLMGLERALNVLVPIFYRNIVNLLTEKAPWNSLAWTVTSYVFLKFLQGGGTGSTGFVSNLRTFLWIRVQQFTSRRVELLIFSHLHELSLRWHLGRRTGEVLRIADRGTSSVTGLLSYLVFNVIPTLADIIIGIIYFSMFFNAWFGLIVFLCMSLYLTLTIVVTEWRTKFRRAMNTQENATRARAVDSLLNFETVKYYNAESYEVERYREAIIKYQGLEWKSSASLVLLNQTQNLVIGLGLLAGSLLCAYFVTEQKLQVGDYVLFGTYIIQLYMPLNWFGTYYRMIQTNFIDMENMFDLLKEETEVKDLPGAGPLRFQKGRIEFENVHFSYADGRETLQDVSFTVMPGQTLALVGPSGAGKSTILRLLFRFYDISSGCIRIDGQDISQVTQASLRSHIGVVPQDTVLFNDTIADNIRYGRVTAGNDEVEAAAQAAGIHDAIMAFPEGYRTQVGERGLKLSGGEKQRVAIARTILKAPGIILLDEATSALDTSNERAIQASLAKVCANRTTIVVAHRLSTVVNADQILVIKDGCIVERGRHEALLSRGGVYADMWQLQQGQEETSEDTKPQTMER
# An asterisk follows results filed as active; x = not tested or not shown.
SMILES,Vif imaging,ABHD5 PLIN5 PPI,Granule exo inh,aDG glyco act,TLR9-MyD88 inh,MC4R ag barr,NOD2 RIPK2 PPI,N-glyco inh,MC4R antag cAMP,ABCB6 inh 2
Cc1[nH]c(=O)[nH]c(=O)c1S(=O)(=O)NCCOC12CC3CC(CC(C3)C1)C2,-10.8,-4.4,-4.0,-0.1,0.8,-0.7,-2.7,1.5,4.8,98.0
CCOc1cc(/C=C2\N=C(C)OC2=O)cc(Br)c1OCCc1ccccc1,13.5,2.5,-0.6,0.0,0.6,-1.6,-12.0,0.7,18.7,99.0
CCOC(=O)c1ccc2[nH]c(C)c(CN3CCN(C)CC3)c(=O)c2c1,33.4,-19.7,2.4,-0.2,-2.5,-0.2,-5.3,0.2,5.5,94.0
COc1ccc(CCNC(=O)COC(=O)c2ccc(N3CCCC3=O)cc2)cc1OC,-1.2,-1.5,-0.8,0.4,0.2,-0.2,-9.1,2.1,1.9,95.0
S=C(CN1CCCC1=S)NCCc1ccccc1,-16.6,-0.5,0.4,-0.2,-1.9,-1.5,-8.0,-4.0,18.1,103.0
COc1ccc(Nc2ccccc2NC(=O)c2ccccc2Br)cc1,-14.8,5.1,8.0,-0.2,-10.6,-1.2,-2.9,-1.6,0.6,118.0
Cc1cc(C(=O)Nc2ccc(F)cc2)c2ccccc2n1,0.8,3.7,-5.4,0.0,-1.8,-0.6,-5.9,0.1,1.6,99.0
Cc1cc(C(=O)N2CCN(CCc3ccccc3)CC2)no1,-1.1,-4.8,-3.2,-0.2,-7.4,0.6,-12.1,-0.4,13.8,99.0
Cc1ccc(NC(=O)CSc2ccc(-c3cccnc3)nn2)cc1Cl,12.9,-2.2,-0.9,0.2,1.4,7.6,6.2,-3.1,3.6,93.0
Cc1ccc2nc(NCC(=O)O)nc(-c3ccccc3)c2c1,8.1,4.2,-0.3,0.1,7.2,0.1,13.9,3.6,-3.2,100.0
COc1ccc(/C=N/NC(=O)c2cccc([N+](=O)[O-])c2)cc1OC(=O)c1ccc(C)cc1,4.8,1.5,-0.6,0.2,6.4,-0.2,4.6,8.2,0.6,96.0
O=C(N/N=C/c1ccco1)c1ccccc1OCc1ccc(Br)cc1,2.9,2.5,-3.2,-0.1,-4.2,0.5,-1.8,-4.7,4.5,100.0
O=C(Nc1ccc(CN2CCOCC2)cc1)c1cc2ccccc2o1,8.4,-11.4,1.5,0.1,-2.5,-1.5,-12.1,-12.2,9.4,97.0
Cc1nc2cccc(C)n2c(=O)c1Cl,-2.0,-5.7,-0.4,-0.1,6.1,-1.2,-5.9,0.1,-4.7,102.0
CCNS(=O)(=O)c1ccc(OCCNS(C)(=O)=O)cc1,11.6,1.5,-1.7,-0.2,-12.7,2.0,0.3,3.7,-4.9,98.0
O=C(NCCc1ccccc1)C1CCC(Cn2c(=O)c3ccccc3n(Cc3cccc(F)c3)c2=O)CC1 (configuration not stated),-31.5,-1.5,-12.1,1.1,8.2,0.3,-6.0,-2.1,2.1,77.0
CCOP(=O)(c1c(F)c(F)c(F)c(F)c1F)C1(O)CCCCC1 (configuration not stated),4.6,1.7,-2.1,-0.1,-7.1,-1.5,1.7,-0.4,4.5,97.0
CCN1CCN(c2ccc(Cl)cc2NC(=O)c2ccco2)CC1,-1.4,13.3,-2.8,-0.2,-16.0,-0.8,-10.3,-2.5,2.5,102.0
COC(=O)c1[nH]c2cccc(OC)c2c1NC(=O)CN(C)CC1OCCO1,-6.1,-3.5,6.4,-0.2,-7.8,-1.9,-11.1,0.6,1.9,99.0
COc1ccc(OC)c(/C=N/NC(=O)CSc2cc(C)nc3c(OC)cccc23)c1,5.6,5.6,-0.5,0.0,x,-1.2,-9.6,-3.3,-8.9,95.0
O=C(OCc1nnc(-c2ccccc2)o1)c1cc(Cl)ccc1[N+](=O)[O-],0.4,-2.5,-1.9,0.4,2.4,0.5,1.5,1.6,11.3,90.0
CCc1noc(C)c1C(=O)N(C)CC(=O)Nc1cccc(OC)c1,12.1,-4.3,0.1,0.1,-0.9,0.4,3.1,0.5,1.4,98.0
Cc1ccc(/C=C2\SC(=S)N(CC(=O)Nc3cccnc3)C2=O)cc1,19.4,-1.9,-8.2,-0.2,13.2,1.4,-3.3,-2.8,4.9,104.0
C=CCNC(=S)Nc1sc2c(c1C(=O)OCC)CCN(C(=O)OCC)C2,-8.6,8.7,-1.3,-0.2,-6.0,0.7,-15.8,0.4,9.3,126.0
CC(=O)Nc1cnc(-c2cc(C)c(O)c(C)c2)cn1,-1.3,1.8,13.4,-0.3,x,-1.4,-10.9,5.6,5.3,91.0
SMILES,Vif imaging,ABHD5 PLIN5 PPI,Granule exo inh,aDG glyco act,TLR9-MyD88 inh,MC4R ag barr,NOD2 RIPK2 PPI,N-glyco inh,MC4R antag cAMP,ABCB6 inh 2
O=C(Nc1cc(S(=O)(=O)N2CCCC2)ccc1Cl)c1ccncc1,-1.3,3.7,-2.0,0.0,0.8,-0.8,3.7,0.7,9.4,95.0
Cc1cc(NC(=O)c2ccco2)ccc1-n1cnnn1,-7.3,-1.2,-0.7,-0.3,-5.1,0.1,-0.7,-3.5,-2.3,100.0
CCC(C)NC(=O)CO/N=C/c1ccc(C(=O)OC)cc1 (configuration not stated),11.3,1.9,-4.5,-0.1,-0.1,-0.5,1.2,0.2,4.7,103.0
O=C(CCNc1cccc(C(F)(F)F)c1)c1ccco1,-3.7,4.7,-1.2,0.6,-1.0,-0.9,3.2,-1.4,9.6,95.0
O=C(NN=C1CCCC1)c1cccs1,17.1,-2.8,-3.5,0.0,-6.1,1.1,-1.1,1.3,10.7,108.0
COCc1nnc(NC(=O)c2ccc(S(=O)(=O)N(C)Cc3ccccc3)cc2)o1,8.7,1.8,-4.7,0.0,0.6,-1.3,-2.0,-0.2,18.6,97.0
CN(Cc1nc(-c2ccc(Cl)cc2)no1)C(=O)c1ccco1,1.6,3.5,17.9,-0.1,0.3,0.1,-4.3,-2.1,9.1,96.0
O=S(=O)(NC1CC1)c1ccc2c3c(cccc13)CC2,1.0,-3.6,-2.8,-0.2,0.0,-2.5,7.3,-0.9,6.7,99.0
O=C(Nc1ccc(N2CCCC2)c(Cl)c1)c1ccc2c(c1)OCCO2,-0.4,10.3,-1.5,0.2,-4.2,-1.0,7.8,-7.7,9.1,102.0
CCC(CC)c1nnc(NC(=O)CN2C(=O)C3C4C=CC(C4)C3C2=O)s1 (configuration not stated),4.3,1.7,1.3,0.0,2.1,0.8,-7.6,1.2,6.0,96.0
Cc1c(CCC(=O)N2CCC[C@H]2C(=O)O)c(=O)oc2cc3oc4c(c3cc12)CCCC4,-7.1,5.4,-5.4,-0.1,1.3,-1.2,-1.6,0.7,9.2,100.0
O=C(O)c1ccc2c(=O)n3c(nc2c1)/C(=C/c1ccc(C(F)(F)F)cc1)CC3,-5.6,-3.8,6.6,0.2,3.5,-1.6,-0.7,2.2,0.1,96.0
CCOc1ccc(N=C(C)c2ccccc2O)cc1,6.6,-7.5,-3.0,0.2,-13.0,2.4,-1.8,2.5,-8.0,228.0
CCn1nc(C(C)C(=O)O)c2ccccc2c1=O (configuration not stated),-2.7,0.6,6.9,-0.2,-12.6,-3.5,-3.2,0.5,-3.1,95.0
c1ccc(-c2noc(-c3cccnc3)n2)cc1,1.0,-5.3,6.6,-0.2,-8.0,-1.5,-1.9,-4.5,1.4,98.0
O=C(COc1ccccc1)NCCc1nc2ccccc2[nH]1,25.5,-2.6,-2.6,0.1,2.6,-0.5,-5.2,-1.4,1.0,98.0
CCNC(=O)CC(=O)Nc1ccccc1C(=O)O,11.9,0.7,-4.3,-0.2,-2.9,2.8,-3.3,0.8,-6.6,93.0
Cc1ccc(S(=O)(=O)NCC2CCC(C(=O)NCCCN3CCOCC3)CC2)cc1 (configuration not stated),3.2,-1.7,-2.6,-0.1,1.1,-2.5,-0.4,0.8,6.3,92.0
CCc1nc(SCC(=O)Nc2cccc3ccccc23)[nH]c(=O)c1C,43.7,-3.4,-6.3,0.0,-2.8,-0.7,2.5,3.4,-2.4,97.0
CCc1ccc(Oc2ncnc(N)c2[N+](=O)[O-])cc1,-0.7,1.0,-2.0,-0.1,-3.4,1.2,0.0,6.5,-0.8,101.0
CN1C(=O)CC(C(=O)Nc2ccccc2F)SC1=Nc1ccc2c(c1)OCO2 (configuration not stated),0.3,-5.5,-3.4,0.0,-4.0,1.4,-9.8,0.6,32.5*,97.0
COc1ccc(NC(=O)C2CCC(CNS(=O)(=O)c3cccs3)CC2)cc1OC (configuration not stated),-2.2,-1.9,2.1,-0.1,5.3,-0.6,4.1,-2.9,5.6,100.0
CCCCN(Cc1cc2cc(C)ccc2[nH]c1=O)C(=O)c1ccccn1,7.4,2.0,8.7,-0.1,10.9,1.6,-11.7,3.1,5.9,98.0
C[C@H](CO)N1C[C@H](C)[C@@H](CN(C)CC2CCOCC2)Oc2cc(C#Cc3ccccc3F)ccc2S1(=O)=O,3.1,-4.9,-1.1,-0.2,11.0,-1.2,6.4,-9.1,-1.4,96.0
O=C1Nc2ccccc2-n2nnnc2C1N1CCN(c2ccccn2)CC1 (configuration not stated),x,-5.1,2.7,0.1,x,x,-3.1,x,x,x
CC1CCCCC12NC(=O)N(CC(=O)N(C)Cc1nc3ccccc3c(=O)[nH]1)C2=O (configuration not stated),3.8,0.9,0.1,0.0,-5.1,-1.2,-12.1,-0.1,4.5,95.0
c1ccc(OCc2nc3c4c(ncn3n2)-c2ccccc2CC42CCCC2)cc1,-10.4,-1.0,3.2,0.1,5.6,-2.9,-11.4,-5.2,13.3,98.0
Cc1ccc(S(=O)(=O)c2nc(S(=O)(=O)c3ccccc3)sc2N2CCN(C)CC2)cc1,-1.0,2.1,3.8,-0.5,-5.3,-2.0,-1.6,-12.1,0.1,100.0
Cc1ccc(C(=O)OC(C)C(=O)NC2CCCCC2C)s1 (configuration not stated),-5.6,5.4,-2.1,0.0,-1.4,-1.5,-8.1,0.0,2.9,92.0
COc1ccc(C2CC(C)(c3ccc(OC)cc3OC)Nc3ccccc3N2)c(OC)c1 (configuration not stated),6.8,-2.7,1.6,0.0,1.5,0.5,-5.7,0.8,-2.2,106.0

# Not all compounds are listed. The share of hits here may be higher or lower than overall.
